# Screening data as filed in PubChem.
# MIN6 prolif – inducers of beta-cell replication in MIN6 cells; MIN6 cells proliferation, ATPlite luminescence, 48 h; cells starved in 0.2% serum; 100% = growth in 10% serum; AID 2380; 0.29% of 330,000 active; proliferation, % at 10 µM;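 active = compounds whose signal lies at least 3.5 SD above the mean of all wells on their plate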;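 note: 0% = DMSO-treated cells in low-serum medium and 100% = 10% serum control; some compounds called inactive have numbers as strong as hits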
# mIAP block – mouse IAP inhibition; purified mouse IAP, CDP-Star luminescence, 30 min; inhibition, % at 10 µM; 0.2% of 330,000 active; AID 2806;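 active = inhibition of at least 40% at 10 µM in the primary screen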;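 note: plate controls were DMSO with enzyme for no effect and no enzyme wells for full effect; values of inactives mirror those of a sister screen read the other way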
# mIAP act – increases mouse intestinal alkaline phosphatase activity; muIAP, CDP-Star luminescence, 30 min; hits give high values; 1 = vehicle-only enzyme signal, 0 = enzyme-free wells; activation factor at 10 µM; 0.24% of 330,000 active;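 active = activation factor of at least 2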; note: the source names both 10 and 20 µM as test concentration; values of inactives mirror those of a sister screen read the other way
#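 System: mouse IAP enzyme. Reagent: CDP-Star chemiluminescent phosphatase substrate. Benchmarks: DMSO wells, no-enzyme wells. Times: 30 min enzyme-substrate-compound incubation at room temperature. Detection: luminescence from enzymatic CDP-Star hydrolysis. Doses: test compounds delivered from DMSO solution.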
# APOBEC3A inh – human APOBEC3A DNA deaminase inhibition; 0.41% of 330,000 active; recombinant A3A, FAM/TAMRA ssDNA deamination fluorescence; inhibition, % at 20 µM;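 active = at least 40% inhibition at 20 µM here, with at most 30% in a related deaminase screen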;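 note: plate controls were A3A with DMSO for no effect and wells lacking A3A enzyme for full effect; some results filed as inactive read as strong as hits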
# Target sequence (P31941 whole entry, looked up): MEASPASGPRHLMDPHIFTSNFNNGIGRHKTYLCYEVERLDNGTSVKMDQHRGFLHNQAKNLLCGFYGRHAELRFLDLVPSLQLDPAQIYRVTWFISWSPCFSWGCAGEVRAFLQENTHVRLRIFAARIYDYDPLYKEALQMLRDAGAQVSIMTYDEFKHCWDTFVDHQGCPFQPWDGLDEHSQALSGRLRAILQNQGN
# hIAP activ – increases human intestinal alkaline phosphatase activity; purified human IAP, CDP-Star luminescence, 30 min; hits give high values; 1 = vehicle-only enzyme, 0 = enzyme-free background; activation factor at 10 µM; P09923; 0.16% of 330,000 active;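 active = activation factor of the enzyme at least 2-fold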; note: the source names both 10 and 20 µM as test concentration; values of inactives mirror those of a sister screen read the other way
# Target sequence (P09923 whole entry, looked up): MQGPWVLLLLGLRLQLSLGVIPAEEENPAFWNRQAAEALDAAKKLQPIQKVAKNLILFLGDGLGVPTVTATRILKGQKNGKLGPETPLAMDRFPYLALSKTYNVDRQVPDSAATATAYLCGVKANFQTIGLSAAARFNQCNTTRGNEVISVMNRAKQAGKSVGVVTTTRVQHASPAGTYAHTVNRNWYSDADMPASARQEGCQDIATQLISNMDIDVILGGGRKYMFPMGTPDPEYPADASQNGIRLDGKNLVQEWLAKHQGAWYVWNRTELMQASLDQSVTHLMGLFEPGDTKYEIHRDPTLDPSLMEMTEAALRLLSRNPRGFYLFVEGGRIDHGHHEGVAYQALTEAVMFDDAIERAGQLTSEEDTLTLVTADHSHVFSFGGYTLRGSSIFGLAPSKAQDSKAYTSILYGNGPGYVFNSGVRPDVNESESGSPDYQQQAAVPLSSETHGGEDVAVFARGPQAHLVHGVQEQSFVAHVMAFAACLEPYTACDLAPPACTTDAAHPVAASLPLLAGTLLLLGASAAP
# APOBEC3G inh – inhibitors of human APOBEC3G DNA deaminase. Q9HC16. recombinant A3G, ssDNA deamination FAM/TAMRA fluorescence. inhibition, % at 20 µM. 0.28% of 330,000 active;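 active = inhibition of at least 40% at 20 µM, with no more than 30% in the related APOBEC3A deaminase screen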;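 note: plate controls were DMSO wells with A3G for no effect and wells lacking A3G enzyme for full effect; some compounds called inactive have numbers as strong as hits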
# MPTP block – permeability transition pore inhibition; 1.4% of 360,000 active; AID 602449; isolated mouse mitochondria, Ca2+ swelling absorbance, 30 min; inhibition, % at 10 µM;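 active = inhibition of 50% or more, scaled per plate between neutral and stimulator controls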;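 note: 0% = DMSO wells given calcium and 100% = 1 mM EGTA wells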
# hIAP block – human IAP inhibition; P09923; purified IAP, CDP-Star luminescence, 30 min; inhibition, % at 10 µM; 0.12% of 330,000 active; AID 2544;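 active = inhibition reaching a set limit with compound at 10 µM in the primary screen, cut at about 35% in these data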;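 note: plate controls were DMSO wells with enzyme for no effect and no-enzyme buffer wells for full effect; values of inactives mirror those of a sister screen read the other way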
# NR3A LBD binder – NR3A (human) ligand-binding domain modulation; Tm shift relative to glycine control, % at 25 µM; 2.5% of 340,000 active; NR3A LBD differential scanning fluorimetry, Tm shift; 0% = protein alone, 100% = glycine-bound protein;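 active = melting temperature shift of at least 10% of the positive control shift, at one fixed dose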
# An asterisk follows results filed as active; nt = not tested or not shown.
nr	SMILES	MIN6 prolif	mIAP block	mIAP act	APOBEC3A inh	hIAP activ
1	Cc1ccc(CNC(=O)c2cc3c(=O)n4ccccc4nc3n(Cc3ccco3)c2=N)cc1	-4	10	0.9	1	1.1
2	O=C(COc1ccccc1)N1CCN(C(=O)COc2ccccc2)CC1	0	-2	1	-2	0.89
3	CC(Oc1ccc(F)cc1)C(=O)N(CCC1=CCCCC1)c1c(N)n(Cc2ccccc2)c(=O)[nH]c1=O (stereo not given)	-4	6	0.94	-2	1.1
4	Cc1cc(N2CCOCC2)nc2ccccc12	-3	-5	1.1	3	1
5	COc1ccc(-c2cn3cc(Br)cnc3n2)cc1	-4	17	0.83	5	0.84
6	O=C(O)c1cc(NS(=O)(=O)c2ccc3ccccc3c2)ccc1O	-4	0	1	2	1.1
7	O=C(CCNS(=O)(=O)c1ccccc1C(F)(F)F)NCCCc1ccccc1	4	-5	1.1	-1	0.95
8	Cn1c(=O)c2c3c(sc2n2c(SCc4ccccc4)nnc12)CCCC3	-1	11	0.89	-1	0.94

nr	APOBEC3G inh	MPTP block	hIAP block	NR3A LBD binder
1	-3	-0.6	-6	-7
2	-10	-1.9	11	1
3	-10	-0.8	-12	-7
4	2	0.3	-4	2
5	0	-0.3	16	1
6	-2	0.0	-7	-2
7	-5	1.3	5	-2
8	-9	nt	6	nt

# In a second layout: 2 of the compounds above
cpd | canonical_smiles | MIN6 prolif | mIAP block | mIAP act | APOBEC3A inh | hIAP activ | APOBEC3G inh | MPTP block | hIAP block | NR3A LBD binder
5 | COc1ccc(-c2cn3cc(Br)cnc3n2)cc1 | -4 | 17 | 0.83 | 5 | 0.84 | 0 | -0.3 | 16 | 1
2 | O=C(COc1ccccc1)N1CCN(C(=O)COc2ccccc2)CC1 | 0 | -2 | 1 | -2 | 0.89 | -10 | -1.9 | 11 | 1

# More results follow:
nr	SMILES	MIN6 prolif	mIAP block	mIAP act	APOBEC3A inh	hIAP activ
9	CCCN(CC(=O)Nc1ccccc1OC)C(=O)c1ccc(S(=O)(=O)NCc2ccco2)cc1	-3	8	0.92	0	0.79
10	CCOC(=O)C1CCCN(C(=O)c2ccccc2Oc2ccccc2)C1 (stereo not given)	0	-8	1.1	0	0.96
11	COc1ccc(-c2ccnc3nc(-n4cccc4)nn23)cc1	3	6	0.94	3	0.85
12	CCCCN1C(=O)C(=O)N(CC(=O)Nc2cc(OCC)c(N3CCOCC3)cc2OCC)C1=O	-4	4	0.96	-1	0.92
13	COCCN(CCOC)C(=S)Nc1ccccc1Cl	-2	-3	1	-2	0.91
14	CNc1nnc(SCC(=O)c2c(N)n(C3CC3)c(=O)[nH]c2=O)s1	-3	7	0.93	2	1.1
15	CCOC(=O)c1ccc(NS(=O)(=O)c2cc3c(cc2C)NC(=O)CO3)cc1	-1	9	0.91	-1	0.82
16	CCOC(=O)c1ccc(NC(=S)NCCc2ccccc2)cc1	-7	-82	1.8	2	1.1

nr	APOBEC3G inh	MPTP block	hIAP block	NR3A LBD binder
9	0	0.4	21	0
10	-7	0.0	4	-1
11	-4	-2.3	15	-2
12	9	0.7	8	1
13	-6	1.0	9	-1
14	-10	-1.0	-13	-2
15	-4	-1.6	18	-6
16	6	1.9	-11	6

# The listing continues.
nr	SMILES	MIN6 prolif	mIAP block	mIAP act	APOBEC3A inh	hIAP activ
17	CC(CNC(=O)CCn1ccc2cc(S(=O)(=O)N3CCCC3)ccc21)c1ccccc1 (stereo not given)	-2	-4	1	-4	1.1
18	O=C(NCCn1cccn1)c1ccc(OC2CCN(C(=O)C3CC3)CC2)cc1	2	8	0.92	-4	0.8
19	CN1CCN(C(=O)C2=C[C@H](C3CCCCC3)C[C@H](OCc3ccc(CO)cc3)O2)CC1	0	2	0.98	0	1
20	COCCN1CCN(C(=O)c2ccc3c(c2)S(=O)(=O)c2ccccc2C3=O)CC1	3	-2	1	-4	0.93
21	CC(=O)Nc1ccc(S(=O)(=O)NNC(=O)COc2ccc(Cl)cc2Cl)cc1	0	5	0.95	3	1.1
22	O=[N+]([O-])c1ccccc1/C=N/OCc1ccccc1	-1	7	0.93	-3	0.97
23	COc1ccc(NC(=O)c2cccnc2C(=O)O)c(OC)c1	3	4	0.96	1	1
24	Cc1ccc(C)n1-c1ccc(C(=O)NN)s1	3	-13	1.1	4	1.2

nr	APOBEC3G inh	MPTP block	hIAP block	NR3A LBD binder
17	-6	0.2	-7	-3
18	-5	-0.1	20	1
19	-6	0.3	-4	0
20	-11	nt	7	-1
21	-6	-0.9	-5	-1
22	-14	0.2	3	1
23	-5	-1.7	0	0
24	-9	1.2	-21	-5

# Continued.
nr	SMILES	MIN6 prolif	mIAP block	mIAP act	APOBEC3A inh	hIAP activ
25	O=c1c2ccccc2c(-c2ccc(Cl)cc2)nn1-c1ccccc1	-5	1	0.99	1	0.86
26	Cc1ccc(-n2c(O)c(C=Nc3ccc4c(c3)OCO4)c3ccccc3c2=O)cc1C	-3	11	0.89	0	0.93
27	CCOC(CNC(=O)c1cccc([N+](=O)[O-])c1)OCC	-4	3	0.97	-4	0.88
28	COc1ccccc1NS(=O)(=O)c1ccc(C(=O)NCc2ccc(S(N)(=O)=O)cc2)cc1	-1	-2	1	-3	1.1
29	Nc1ccccc1C(=O)NCc1ccccc1	-1	-6	1.1	5	1.4
30	O=C(CNC(=O)c1ccco1)OCC(=O)c1ccc([N+](=O)[O-])cc1	0	7	0.93	-5	0.97
31	CCOC(=O)c1c(-c2ccccc2)csc1NC(=O)c1ccc(N2C(=O)CCC2=O)cc1	1	12	0.88	1	0.96
32	O=C(CN1C(=O)c2cccc3cccc(c23)C1=O)N1CCOCC1	-4	11	0.89	-6	0.94

nr	APOBEC3G inh	MPTP block	hIAP block	NR3A LBD binder
25	-4	1.0	14	3
26	-2	0.7	7	-6
27	-4	1.2	12	-7
28	-7	-1.3	-13	-3
29	-1	-1.2	-40	-2
30	-1	-0.7	2	1
31	-4	-0.2	4	2
32	-3	3.2	6	-2

# The listing continues:
nr	SMILES	MIN6 prolif	mIAP block	mIAP act	APOBEC3A inh	hIAP activ
33	O=C(COc1ccc(Cl)cc1)Nc1nc(-c2ccc(S(=O)(=O)N3CCOCC3)cc2)cs1	-1	3	0.97	-4	0.92
34	Cc1c(N=C2N=C(NC(=O)Nc3ccc(Cl)cc3)c3ccccc32)c(=O)n(-c2ccccc2)n1C	-6	18	0.82	0	0.79
35	CCCCn1c(N)c(N(CCOC)C(=O)COC(=O)CCOc2ccc(C)cc2)c(=O)[nH]c1=O	2	0	1	10	1
36	O=S(=O)(CCc1nnc(-c2ccccc2)o1)c1ccc2ccccc2c1	2	0	1	-5	0.79
37	O=C(CSc1nnc(COc2ccccc2)o1)Nc1ccc(F)cc1	0	10	0.91	-3	0.81
38	CCC(CC)C(=O)c1c[nH]c(C(=O)NCCOC)c1	-1	5	0.95	2	0.89
39	COc1ccc2nc(NC(=O)c3ccccc3C(=O)O)sc2c1	-4	5	0.95	-6	0.96
40	Cc1nc2ccc(NC(=O)c3ccc(Cl)nc3)cc2s1	1	6	0.94	3	1

nr	APOBEC3G inh	MPTP block	hIAP block	NR3A LBD binder
33	-6	19	8	-3
34	-4	2.2	21	2
35	-7	0.1	-3	-1
36	-7	1.7	21	1
37	-12	1.6	19	-8
38	-3	-2.4	11	-2
39	-8	1.3	4	-1
40	0	-1.3	0	-5

# Following part.
nr	SMILES	MIN6 prolif	mIAP block	mIAP act	APOBEC3A inh	hIAP activ
41	COc1ccccc1/C=C/C(C)=O	1	0	1	12	0.91
42	S=C1NC2=C(C(c3ccc(Br)cc3)N1)N1CCC2CC1 (stereo not given)	4	-12	1.1	-3	0.9
43	O=C(CCSc1ccccc1)NC(=O)COC(=O)C1CCCCC1	-1	1	0.99	8	0.96
44	CC(=O)Nc1cccc(NC(=O)CCNC(=O)c2ccc(Cl)cc2)c1	-1	-5	1	0	0.99
45	O=C1c2ccccc2NC(c2cccc(O)c2)N1c1ccccc1 (stereo not given)	3	4	0.96	-2	1.2
46	COc1ccc(/C=C(\C#N)C(=O)ONC2=NCCCCC2)cc1	-1	0	1	0	0.89
47	C(=NCCCN1CCOCC1)c1ccc2c(c1)OCO2	1	-9	1.1	4	1.1
48	COc1cccc(C(C(=O)NC2CCCCC2)N(Cc2ccco2)C(=O)c2ccccn2)c1 (stereo not given)	2	-4	1	-4	1

nr	APOBEC3G inh	MPTP block	hIAP block	NR3A LBD binder
41	-1	-1.6	9	2
42	-6	-1.3	10	0
43	0	-0.1	4	-5
44	-8	-0.1	1	0
45	-7	0.1	-24	nt
46	0	0.8	11	2
47	1	0.8	-9	0
48	-6	-0.4	-5	1

# Sorted by molar mass (ascending): some entries from above
nr	SMILES	MIN6 prolif	mIAP block	mIAP act	APOBEC3A inh	hIAP activ
4	Cc1cc(N2CCOCC2)nc2ccccc12	-3	-5	1.1	3	1
24	Cc1ccc(C)n1-c1ccc(C(=O)NN)s1	3	-13	1.1	4	1.2
13	COCCN(CCOC)C(=S)Nc1ccccc1Cl	-2	-3	1	-2	0.91
10	CCOC(=O)C1CCCN(C(=O)c2ccccc2Oc2ccccc2)C1 (stereo not given)	0	-8	1.1	0	0.96
44	CC(=O)Nc1cccc(NC(=O)CCNC(=O)c2ccc(Cl)cc2)c1	-1	-5	1	0	0.99
26	Cc1ccc(-n2c(O)c(C=Nc3ccc4c(c3)OCO4)c3ccccc3c2=O)cc1C	-3	11	0.89	0	0.93
17	CC(CNC(=O)CCn1ccc2cc(S(=O)(=O)N3CCCC3)ccc21)c1ccccc1 (stereo not given)	-2	-4	1	-4	1.1

nr	APOBEC3G inh	MPTP block	hIAP block	NR3A LBD binder
4	2	0.3	-4	2
24	-9	1.2	-21	-5
13	-6	1.0	9	-1
10	-7	0.0	4	-1
44	-8	-0.1	1	0
26	-2	0.7	7	-6
17	-6	0.2	-7	-3

# Next compounds follow.
nr	SMILES	MIN6 prolif	mIAP block	mIAP act	APOBEC3A inh	hIAP activ
49	Cc1cc(C(=O)Nc2c(C)n(C)n(-c3ccccc3)c2=O)c(C)o1	-4	3	0.97	0	1.1
50	CCO[C@H]1OC(C(=O)N2CCN(Cc3ccc4c(c3)OCO4)CC2)=C[C@@H](C2CC2)[C@@H]1CCCO	0	-6	1.1	1	0.99
51	CSc1nnc(-c2ccc(Br)s2)n1C	1	-11	1.1	0	1.2
52	Cc1cc2oc(=O)cc(CN3CCOCC3)c2cc1C(C)C	7	7	0.93	-6	1

nr	APOBEC3G inh	MPTP block	hIAP block	NR3A LBD binder
49	-6	-1.3	-8	-1
50	1	-0.2	1	-1
51	0	0.6	-22	-1
52	-12	-0.1	-3	-2

# Gathered by group, the compounds so far containing an NH in an aromatic ring.
nr	SMILES	MIN6 prolif	mIAP block	mIAP act	APOBEC3A inh	hIAP activ
3	CC(Oc1ccc(F)cc1)C(=O)N(CCC1=CCCCC1)c1c(N)n(Cc2ccccc2)c(=O)[nH]c1=O (stereo not given)	-4	6	0.94	-2	1.1
14	CNc1nnc(SCC(=O)c2c(N)n(C3CC3)c(=O)[nH]c2=O)s1	-3	7	0.93	2	1.1
35	CCCCn1c(N)c(N(CCOC)C(=O)COC(=O)CCOc2ccc(C)cc2)c(=O)[nH]c1=O	2	0	1	10	1
38	CCC(CC)C(=O)c1c[nH]c(C(=O)NCCOC)c1	-1	5	0.95	2	0.89

nr	APOBEC3G inh	MPTP block	hIAP block	NR3A LBD binder
3	-10	-0.8	-12	-7
14	-10	-1.0	-13	-2
35	-7	0.1	-3	-1
38	-3	-2.4	11	-2
